TRHR agonist – agonists of human TRH receptor; TRHR cells, calcium flux fluo-8, FDSS agonist mode; activation, % at 2 µM; 360,000 compounds, 0.18% hits; AID 493084; in the data active = activation above about 30%; note: 0% is about no effect
Target sequence (P34981 whole entry, looked up): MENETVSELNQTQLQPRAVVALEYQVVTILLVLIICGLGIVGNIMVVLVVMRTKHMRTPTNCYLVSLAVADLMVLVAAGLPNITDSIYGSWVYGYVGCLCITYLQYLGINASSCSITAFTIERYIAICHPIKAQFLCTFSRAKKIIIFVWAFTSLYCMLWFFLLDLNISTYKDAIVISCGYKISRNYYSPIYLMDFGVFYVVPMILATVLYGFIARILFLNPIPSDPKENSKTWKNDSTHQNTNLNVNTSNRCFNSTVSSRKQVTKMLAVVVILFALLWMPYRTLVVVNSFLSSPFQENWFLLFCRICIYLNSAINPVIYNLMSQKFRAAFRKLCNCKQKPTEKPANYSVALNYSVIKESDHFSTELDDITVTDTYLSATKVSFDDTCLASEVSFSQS
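Fluo-8-loaded TRHR cells; 10 s baseline, compound added, kinetic Ca2+ fluorescence read 1/s, agonist mode.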
IDH1 R132H inh – human IDH1 R132H inhibition; O75874; IDH1-R132H enzyme, NADPH consumption, diaphorase/resazurin fluorescence; Potency, µM (highest dose often 76.6 µM), for inactives: at the top dose activity change, negative = inhibition, actives largely listed as inhibitors; 390,000 compounds, 0.093% hits; note: potency is the fitted concentration of half-maximal effect; % is set by controls: 0 for no effect and ±100 for the full control effect; nearly all actives have a fitted effect of over 65% in size
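IDH1-R132H (0.5 ug/mL) preincubated 30 min with compound, then NADPH (0.016 mM) and alpha-KG (2 mM) added; 80 min at RT, pH 7.5. Remaining NADPH coupled via diaphorase/resazurin to fluorescence (540/590 nm); concentration-response curves normalized to no-enzyme control.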
USP1-UAF1 inh – blocks the human USP1/UAF1 deubiquitinase complex; 390,000 compounds, 0.23% hits; O94782; recombinant USP1/UAF1, Ub-Rhodamine cleavage fluorescence; Potency, µM (titrated, usually from 57.1 µM), inactives show at the highest dose activity change, negative = inhibition, usual class: inhibitors; note: potency is the fitted concentration of half-maximal effect; % is set by controls: 0 for no effect and ±100 for the full control effect; nearly all actives have a fitted effect of over 60% in size; inactives centre near -12
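USP1/UAF1 complex (1 nM) preincubated 15 min at room temperature with compound, then Ub-Rho substrate (150 nM final) added. Kinetic fluorescence at 480/540 nm over 6 reads at 60 s intervals; 50 mM HEPES pH 7.8, 0.5 mM EDTA, 0.1 mg/ml BSA, 1 mM TCEP, 0.01% Tween-20.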
TRHR PAM – allosterically enhances the human TRH receptor; enhancement, % at 2 µM; AID 493056; 360,000 compounds, 0.66% hits; TRHR cells, fluo-8 calcium fluorescence, EC20 TRH enhancement; in the data active = enhancement above about 30%; note: 0% is about no effect
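TRHR-expressing cells loaded with fluo-8 calcium dye were read kinetically (ex 480/em 530) during compound addition, then stimulated with an EC20 of TRH (10 nM final). Enhancement of the Gq-mediated intracellular calcium response was scored.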
Pin1 inh – blocks the human prolyl isomerase Pin1 | Q13526 | Pin1 FP peptide displacement, HiFluor488, 10 min | Potency, µM (top dose mostly 115 µM), for inactives: at the top dose activity, negative = inhibition, hits mostly inhibitors | 390,000 compounds, 0.009% hits | AID 504891; active = well fitted inhibition curve with a large enough effect in the polarisation, with a control signal flat, not every such curve was filed as active; inconclusive = small, poorly fitted or top-dose-only effect, or effect the other way, or a change in a side signal; inactive = no such curve, though single readings can be large or run the other way; the % refers to the polarisation; note: potency is the fitted concentration of half-maximal effect; % is set by controls: 0 for no effect and ±100 for the full control effect
D2 ag – agonists of human D2 dopamine receptor; P14416; HEK293 T-REx D2 cells, calcium flux agonist mode; activation, % at 2 µM; 340,000 compounds, 0.53% hits;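 active = activation over 3 SD above normal in the single-dose calcium agonist read, cut at about 30% in these data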; note: 0% is about no effect
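HEK293 Trex D2 cells, tetracycline-induced, o/n 30 C 5% CO2; no-wash Ca dye, RT 30–90 min; 10-cycle baseline, 23 nl cpd added, kinetic Ca read 180 s; agonist hits = positive Ca response.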
D2 antagonist – D2 dopamine receptor (human) antagonism | inhibition, % at 10 µM | 340,000 compounds, 2% hits | P14416 | HEK293 TREx D2 cells, calcium flux, dopamine EC80; in the data active = inhibition above about 30%; note: 0% is about no effect
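Read-out: kinetic calcium fluorescence (1 cycle/s) in inducible HEK293 T-REx D2 cells after an EC80 dopamine addition that followed 180 s compound preincubation. Loss of the dopamine response indicates antagonism.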
rTrxR1 inhibitor – inhibitors of rat thioredoxin reductase 1; Potency, µM (series often up to 114 µM), for the others: at the highest dose activity change, negative = inhibition, hits mostly inhibitors; recombinant rTrxR1, NADPH fluorescence consumption, selenite substrate; 390,000 compounds, 1% hits; O89049; note: potency is the fitted concentration of half-maximal effect; % is set by controls: 0 for no effect and ±100 for the full control effect; nearly all actives have a fitted effect of over 65% in size
Target sequence (O89049 whole entry, looked up): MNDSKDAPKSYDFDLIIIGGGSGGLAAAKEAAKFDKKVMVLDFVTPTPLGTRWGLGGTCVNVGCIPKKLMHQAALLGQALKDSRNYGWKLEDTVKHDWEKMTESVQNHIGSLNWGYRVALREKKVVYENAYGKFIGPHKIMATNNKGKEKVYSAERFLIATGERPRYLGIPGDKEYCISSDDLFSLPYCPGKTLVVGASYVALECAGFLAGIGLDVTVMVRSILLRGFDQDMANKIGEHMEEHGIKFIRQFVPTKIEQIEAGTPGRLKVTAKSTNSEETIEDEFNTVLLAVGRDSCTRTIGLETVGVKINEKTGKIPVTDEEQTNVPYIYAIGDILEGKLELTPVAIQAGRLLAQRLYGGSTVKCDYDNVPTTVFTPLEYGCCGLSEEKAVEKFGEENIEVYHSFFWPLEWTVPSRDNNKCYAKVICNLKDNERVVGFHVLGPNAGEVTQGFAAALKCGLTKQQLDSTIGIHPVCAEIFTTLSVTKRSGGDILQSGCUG
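Rat TrxR1 (90 nM in the dispensed reagent) was pre-reduced with 400 uM NADPH for 5 min at room temperature, then incubated with compound for 15 min. After 400 uM selenite was added, NADPH fluorescence (Ex 340/Em 450 nm) was followed for 8 min.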
TrxR1 substrate – rat thioredoxin reductase 1 substrate activity | O89049 | purified TrxR1 substrate turnover, NADPH consumption readout | Potency, µM (series often up to 114 µM), for inactives: at the highest dose activity change, negative = substrate turnover | 390,000 compounds, 0.01% hits | AID 588456; note: potency is the fitted concentration of half-maximal effect; % is set by controls: 0 for no effect and ±100 for the full control effect; nearly all actives have a fitted effect of over 50% in size
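Rat TrxR1, dispensed at 90 nM, was prereduced with 400 uM NADPH (final) for 5 min at ~22 deg C, then incubated with compound 15 min before 400 uM selenite. A first-read NADPH fluorescence drop versus no-compound background flagged substrates.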
Starred values were filed as active, the others as inactive; ? = inconclusive; nt = not tested or not shown; [ ] = remark or other dose. Unless noted, calls come from the whole dose curve; as a rule, active = well fitted inhibition curve with a large enough effect; inconclusive = small, poorly fitted or top-dose-only effect; inactive = no such curve, though single readings can be large or run the other way. A portion of the library, so the mix of outcomes need not match the whole.

#	mol	USP1-UAF1 inh	TRHR PAM	Pin1 inh	IDH1 R132H inh	TrxR1 substrate
1	CCn1c(CSc2nc3ccccc3[nH]2)nc2cc(C(=O)O)ccc21	-11%	2	?	3%	57%[activator]
2	COc1ccc(NS(=O)(=O)c2cc(C(=O)Nc3ccccc3C(=O)O)ccc2C)cc1	-2%	5	10%	-6%	-11%
3	O=C(N/N=C/C=C/c1ccccc1)c1ccccn1	-8%	-7	-2%	-12%	-19%
4	COc1cc(CNc2ncc(-c3ccc(Cl)cc3)n2C)cc(OC)c1OC	-10%	3	-9%	4%	-3%
5	O=c1[nH]c2ccccc2cc1-c1noc(-c2cccnc2)n1	-12%	-10	-1%	2%	68%[activator]
6	CCOc1ccccc1NC(C)C(=O)Nc1cc(C(F)(F)F)ccc1N1CCOCC1 (stereo not given)	-12%	-1	1%	3%	-18%
7	O=C(Nc1cccc(C(F)(F)F)c1)C1(c2ccccc2)CC1	-25%	-3	?	3%	-13%
8	COc1ccc(Br)c(OC)c1C(=O)NC(=O)Nc1c(F)cccc1F	-24%	-1	?	-11%	2%
9	CCOC(=O)C1C(O)=CC(=O)CC1c1ccccc1 (stereo not given)	-30%	1	-5%	3%	2%
10	O=S1(=O)[C@H]2C[C@@H]3C=C[C@@]2(CN1Cc1ccccc1F)O3	-24%	3	-6%	-1%	7%[57.1 µM]
11	COc1ccccc1Oc1c(C)oc2c(CN3CCOCC3)c(O)ccc2c1=O	-5%	-2	3%	0%	262%[activator]
12	COC1CCCN(C(=O)c2cccc(OC3CCN(S(=O)(=O)N(C)C)CC3)c2)C1 (stereo not given)	-6%	5	-5%	-19%	5%[57.1 µM]
13	Cc1cc2oc(=O)cc(CN3CCCCC3C)c2cc1C(C)C (stereo not given)	-21%	-1	19%	2%	-1%
14	C[C@@H]1ON(C)[C@H]2C[C@H]3c4cc(N5CCN(C)CC5)ccc4CCN3C(=O)[C@@H]12	-2%	nt	-1%	-2%	1%
15	COC(=O)c1ccc(NC(=O)CSc2nc3ccc(OC)cc3[nH]2)cc1	-17%	2	88%[activator]	-2%	2%

#	TRHR agonist	D2 ag	D2 antagonist	rTrxR1 inhibitor
1	0.3	-0.5	6	19%
2	0.0	0.6	7	-15%
3	-0.2	0.0	4	-32%
4	0.1	-2.8	-12	2%
5	0.1	0.3	0	19%
6	0.2	0.1	-2	-13%
7	-0.7	-1.2	5	-3%
8	-0.9	-0.3	-2	25%
9	1.8	0.0	5	-15%
10	0.4	-0.1	-8	4%[57.1 µM]
11	-1.2	-1.5	4	-7%
12	-0.1	0.1	-10	22%[57.1 µM]
13	-1.4	0.7	0	-6%
14	nt	nt	nt	13%
15	-1.7	-2.1	nt	7%

(more compounds)
#	mol	USP1-UAF1 inh	TRHR PAM	Pin1 inh	IDH1 R132H inh	TrxR1 substrate
16	CC1CCC(NC(=O)c2ccc3c(c2)N(Cc2ccccc2)C(=O)c2ccccc2S3=O)CC1 (stereo not given)	-19%	25	6%	-8%	6%
17	O=C(Nc1cccc([N+](=O)[O-])c1)NC1CCS(=O)(=O)C1 (stereo not given)	-9%	-1	1%	0%	5%
18	O=C(NCc1ccco1)/C(=C\c1ccco1)NC(=O)c1cccs1	-12%	5	3%	-5%	-2%[57.1 µM]
19	O=C(Nc1cccc(Cl)c1)c1ccc2nc(Cc3ccccc3)oc2c1	-24%	0	60%[activator]	11%	5%[57.1 µM]
20	COc1cccc(NS(=O)(=O)c2c(C)nc3sccn3c2=O)c1	-8%	-3	0%	0%	1%[57.1 µM]
21	Cc1oc(-c2ccccc2)nc1Cn1cccc1C1=NC(c2ccccc2)CO1 (stereo not given)	-17%	3	3%	1%	-4%
22	Cc1cc(-c2cccc([N+](=O)[O-])c2)nc2ccccc12	-20%	2	-9%	5%	14%[57.1 µM]
23	CC(=O)COc1cc(C)cc2oc(=O)cc(-c3ccccc3)c12	-20%	-5	0%	11%	1%
24	CN1CCN(C(=O)c2ccc(C3SCC(=O)N3Cc3ccco3)cc2)CC1 (stereo not given)	-17%	-2	-12%	5%	9%
25	O=C(CSc1nc(-c2ccccc2)ns1)N1CCOCC1	-25%	4	0%	20%	11%[57.1 µM]
26	COc1cccc(-c2cc(C(F)(F)F)nc(N3CCC(C)CC3)n2)c1	-9%	2	2%	5%	11%
27	O=C(Cc1cccc(NC(=O)C2CCN(C(=O)C3CC3)CC2)c1)Nc1cccc(C(=O)N2CCOCC2)c1	-22%	nt	-2%	-5%	8%
28	N#C/C(=C1\CCCN1)c1nc(-c2ccccc2)cs1	-15%	-15	27%	1%	2%
29	CC(=O)Nc1ccc(NC(=O)C2CCN(c3cnccn3)CC2)cc1	-24%	-2	-11%	11%	2%
30	Brc1ccc(C2C3=C(Nc4ncnn42)c2ccccc2OC3c2ccncc2)cc1 (stereo not given)	-10%	-2	-8%	-8%	4%[57.1 µM]

#	TRHR agonist	D2 ag	D2 antagonist	rTrxR1 inhibitor
16	-0.1	0.7	nt	19%
17	0.4	0.4	-1	18%
18	1.4	-1.1	-16	17%[57.1 µM]
19	0.5	0.3	nt	25%[57.1 µM]
20	0.3	-0.2	-7	2%[57.1 µM]
21	0.6	0.0	2	39%[57.1 µM]
22	-1.6	-1.6	1	20%[57.1 µM]
23	0.1	0.0	-4	10%
24	-0.1	0.0	-11	-20%
25	-0.4	-0.3	-11	8%
26	0.9	0.0	-1	16%
27	nt	nt	nt	15%
28	-0.5	0.6	11	6%
29	0.6	1.1	nt	21%
30	0.6	-0.5	18	-9%[57.1 µM]

A second format for four compounds above:
[24] CN1CCN(C(=O)c2ccc(C3SCC(=O)N3Cc3ccco3)cc2)CC1 (stereo not given)
[25] O=C(CSc1nc(-c2ccccc2)ns1)N1CCOCC1
[26] COc1cccc(-c2cc(C(F)(F)F)nc(N3CCC(C)CC3)n2)c1
[27] O=C(Cc1cccc(NC(=O)C2CCN(C(=O)C3CC3)CC2)c1)Nc1cccc(C(=O)N2CCOCC2)c1

Compound	24	25	26	27
USP1-UAF1 inh	-17%	-25%	-9%	-22%
TRHR PAM	-2	4	2	nt
Pin1 inh	-12%	0%	2%	-2%
IDH1 R132H inh	5%	20%	5%	-5%
TrxR1 substrate	9%	11%[57.1 µM]	11%	8%
TRHR agonist	-0.1	-0.4	0.9	nt
D2 ag	0.0	-0.3	0.0	nt
D2 antagonist	-11	-11	-1	nt
rTrxR1 inhibitor	-20%	8%	16%	15%

Next section
#	mol	USP1-UAF1 inh	TRHR PAM	Pin1 inh	IDH1 R132H inh	TrxR1 substrate
31	CCCC(=O)NC(C)c1nc2ccccc2n1C(C)C (stereo not given)	-17%	-7	-1%	1%	-2%[57.1 µM]
32	CC1=C(C)CC(C(=O)N2CCN(Cc3ccc4c(c3)OCO4)CC2)C(C(=O)O)C1 (stereo not given)	-10%	0	-9%	6%	1%
33	CCOc1ccc(NC(=O)C2CCN(S(=O)(=O)c3c(C)n[nH]c3C)CC2)cc1	-24%	-3	0%	3%	-8%[57.1 µM]
34	Cc1cc2c(c(SCC(N)=O)n1)C(=O)OC2	8%	29	-2%	-9%	-7%
35	Cc1cc(C(=O)Nc2cc(C(C)(C)C)on2)c(C)o1	-11%	-1	0%	15%	5%
36	CC[C@@]1(C(=O)OC)N[C@H](CN(C)S(=O)(=O)c2ccc(OC(F)(F)F)cc2)[C@@H]2C(=O)N(C)C(=O)[C@@H]21	-21%	nt	-1%	11%	-1%
37	O=C(COC(=O)Cc1cccs1)Nc1ccc(OC(F)(F)F)cc1	-3%	-7	-3%	-3%	-20%
38	CC(Oc1ccc(Br)cc1)C(=O)Nc1nc(-c2ccccn2)cs1 (stereo not given)	-5%	-1	3%	-1%	-11%
39	COc1ccc(-n2c(=S)[nH]c(=O)c3cccnc32)cc1	-21%	3	3%	-5%	-5%
40	CCN(C(=O)CN1CCOCC1)C1(C)C(=O)c2ccccc2C1=O	-22%	2	-2%	4%	0%[57.1 µM]
41	CCCC(=O)Nc1ccc2c(c1)nc1n2CCN(C2CCCCC2)C1	-17%	8	3%	-10%	nt
42	CCOC(=O)c1c(/N=C/N(C)C)sc(C)c1C	-20%	9	5%	6%	-5%
43	CN(C)N=Nc1ccc(S(=O)(=O)NC(Cc2ccccc2)C(=O)O)cc1 (stereo not given)	-9%	5	-12%	0%	-14%

#	TRHR agonist	D2 ag	D2 antagonist	rTrxR1 inhibitor
31	0.1	-0.8	4	20%
32	0.8	3.4	-8	15%
33	-0.1	0.3	-10	9%[57.1 µM]
34	0.0	0.1	-1	-6%
35	-0.3	-0.2	2	6%
36	nt	nt	nt	-8%
37	0.2	-0.5	5	-16%
38	-0.6	0.2	10	14%[57.1 µM]
39	-1.1	1.4	-2	-18%
40	0.5	-0.1	-20	12%[57.1 µM]
41	0.5	0.5	-10	-19%[57.1 µM]
42	0.0	1.8	-24	15%
43	1.6	16	-9	3%

Compound activity deposited in PubChem by National Center for Advancing Translational Sciences (NCATS).
